# High-throughput results from PubChem BioAssay.
# S100A4 MyoIIA – inhibitors of human S100A4 binding to myosin IIA peptide | AID 652163 | 0.14% of 360,000 active | S100A4/TAMRA-MyoIIA peptide fluorescence polarization | inhibition, % at 10.7 µM;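 active = mean inhibition of at least 70% across replicates, with every replicate also reaching that level; inconclusive = mean inhibition reaches 70% but some replicates fall short; inactive = mean inhibition below 70%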
# Target sequence (P26447 whole entry, looked up): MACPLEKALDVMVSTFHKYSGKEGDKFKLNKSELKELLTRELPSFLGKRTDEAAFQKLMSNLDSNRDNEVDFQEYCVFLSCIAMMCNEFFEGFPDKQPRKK
#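 Test system: S100A4 monomer protein. Medium: HEPES buffer with Ca2+, pH 7.2. Reagent: fluorescent myosin IIA peptide, 5 nM. Compound dosing: single-point compound testing. Timing: 5 min between mix addition and reading. Benchmarks: DMSO neutral and TFP positive wells.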
# SIRT5 block – sirtuin-5 (human) deacylase inhibition | Q9NXA8 | Purified SirT5, succinyl-peptide AMC, trypsin-coupled fluorescence | inhibition, % at 15 µM | 1.1% of 330,000 active; in the data active = inhibition above about 15%; inconclusive = no clear call, values can overlap the other calls
# Statin myotox sup – protects C2C12 myotubes from simvastatin toxicity; 0.78% of 330,000 active; rescue of ATP level, % at 7.49 µM; ATP luminescence, 48 h; scaled: DMSO 0, geranylgeraniol control 100;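 active = mean ATP rescue above about 67%, or every replicate alone reaching that limit, limit read from the data, passing the limit was not always enough; inconclusive = no clear call, values can overlap the other calls; inactive = mean under the limit and some replicate under it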;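 note: myotubes were challenged with 10 µM simvastatin during compound exposure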
# XiGFP reactiv – activators of X-chromosome reactivation in mouse fibroblasts; XiGFP mouse fibroblasts, % GFP-positive cells imaging, 3 d; cells co-treated with 5-aza-dC sensitizer; scaled so ellipticine positive control = 100%; activation, % at 7.58 µM; 0.055% of 360,000 active; AID 743238;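 active = mean normalized replicate activation at least 10% and every replicate at or above 10%; inconclusive = only one of the two criteria met; inactive = mean below 10% and not all replicates reach 10%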;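 note: 0% = median of on-plate neutral control wells and 100% = ellipticine 6 µM median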
#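 assay system = SV40-immortalized XiGFP fibroblast cells, line 68-5-11 | buffer or medium = DMEM plus 5-aza-dC sensitizer | doses = single-point pinned compound dosing | times = 3-day compound exposure, then 15 min fixation at room temperature | benchmarks = positive control ellipticine, 6 µM final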
# ERAP1 inh – blocks human ERAP1 aminopeptidase activity; Q9NZ08; recombinant ERAP1, Leu-AMC fluorescence, 60 min; inhibition, % at 10.7 µM; 0.15% of 340,000 active; AID 652197;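 active = mean replicate inhibition of at least 30%, or all replicates individually reaching that 30% level; inactive = mean below 30% and not every replicate reaching it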;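 note: 0% = neutral control wells and 100% = L-leucinethiol positive control wells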
# Target sequence (Q9NZ08 whole entry, looked up): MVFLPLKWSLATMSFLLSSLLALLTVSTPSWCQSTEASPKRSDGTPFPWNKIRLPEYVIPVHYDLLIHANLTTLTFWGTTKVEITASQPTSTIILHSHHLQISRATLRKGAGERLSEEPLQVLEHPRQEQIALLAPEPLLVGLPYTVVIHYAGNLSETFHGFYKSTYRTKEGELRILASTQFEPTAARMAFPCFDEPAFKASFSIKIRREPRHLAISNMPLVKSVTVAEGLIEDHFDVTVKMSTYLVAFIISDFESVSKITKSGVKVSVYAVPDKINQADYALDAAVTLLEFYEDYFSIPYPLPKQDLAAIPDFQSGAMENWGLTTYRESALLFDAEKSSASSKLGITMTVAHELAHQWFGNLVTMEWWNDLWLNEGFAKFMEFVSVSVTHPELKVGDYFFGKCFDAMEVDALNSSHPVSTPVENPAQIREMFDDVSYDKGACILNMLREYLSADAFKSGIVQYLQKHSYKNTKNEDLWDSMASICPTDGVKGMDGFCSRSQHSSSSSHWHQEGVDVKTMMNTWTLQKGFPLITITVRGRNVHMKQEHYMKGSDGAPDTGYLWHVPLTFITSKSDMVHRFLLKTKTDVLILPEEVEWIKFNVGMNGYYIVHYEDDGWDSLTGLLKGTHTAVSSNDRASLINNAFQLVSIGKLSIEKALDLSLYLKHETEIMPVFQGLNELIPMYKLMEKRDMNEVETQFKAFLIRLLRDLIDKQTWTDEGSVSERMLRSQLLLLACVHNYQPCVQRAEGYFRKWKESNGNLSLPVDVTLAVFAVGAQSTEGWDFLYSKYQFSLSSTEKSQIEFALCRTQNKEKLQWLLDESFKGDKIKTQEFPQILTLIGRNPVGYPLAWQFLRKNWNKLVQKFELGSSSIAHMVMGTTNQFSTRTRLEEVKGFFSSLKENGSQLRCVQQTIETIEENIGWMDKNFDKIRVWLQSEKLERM
# LGR2 antag – inhibitors of bursicon-induced Drosophila LGR2 receptor cAMP signaling. AID 720647. inhibition, % at 9.99 µM. 0.35% of 380,000 active. HEK293 LGR2, CRE-luciferase, bursicon-stimulated, 4 h;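 active = drop in luminescence signal, shown as inhibition above about 50% in the replicate tests, limit read from the data, passing the limit was not always enough; inconclusive = probably only some replicates passing the limit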;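 note: agonist challenge used bursicon conditioned medium at about half maximal strength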
# PGC1a acetyl inh – PGC1a acetylation modulation, inhibitor mode. AID 651687. inhibition, % at 15.6 µM. 0.17% of 350,000 active. U2OS PGC1a acetylation, AlphaScreen anti-acetyl-lysine; with virally co-expressed GCN5 acetyltransferase;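 active = every replicate shows inhibition of at least 40%; inconclusive = mean inhibition at least 40% but some replicate below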;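 note: 0% = neutral control wells and 100% = positive control wells; some results beyond the cut were filed as inactive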
# Cneo AK release – Cryptococcus neoformans lysis via adenylate kinase release. lysis activity, % at 15 µM. 0.2% of 360,000 active. C. neoformans lysis, adenylate kinase release luminescence, 4 h; normalised: neutral wells 0, clomiphene wells 100. AID 651654;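 active = mean lysis activity across replicates of at least 80%, whatever share of replicates individually reach that level; inactive = mean lysis activity below 80%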
#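 Material – log-phase Cryptococcus neoformans yeast cells · Input – 5 × 10^6 yeast cells/mL · Medium – fresh YPD growth medium · Doses – single compound concentration per well · Timing – static 4 h at 37 °C with compound, 1 h detection · Detection – adenylate kinase release luminescence · Read-out – signal increase indicating cell lysis · Control set – Clomiphene as positive lysis control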
# Starred values were filed as active, the others as inactive; ? = inconclusive; · = no result given. This is a subset (hit frequency here may not be typical).
SMILES,S100A4 MyoIIA,SIRT5 block,Statin myotox sup,XiGFP reactiv,ERAP1 inh,LGR2 antag,PGC1a acetyl inh,Cneo AK release
Cc1nc2ccccc2n1C1CCN(CC(=O)Nc2ccccc2Br)CC1,-4,0,·,0.3,0,8,·,·
O=C(c1ccccc1F)N1CC(=O)N2[C@H](CO)[C@@H](c3ccc(C#Cc4ccccc4)cc3)[C@H]2C1,-1,3,·,0.0,0,7,-9,·
CC(C)c1ccc(/C=C2\SC(=O)N(CC(=O)NC3C=CS(=O)(=O)C3)C2=O)cc1 (configuration not stated),-1,1,-22,0.0,-3,-20,11,0
CC1CCCN(CCOCCOc2ccccc2-c2ccccc2)C1 (configuration not stated),2,-3,-19,0.1,5,·,-13,-2
Cc1c(C(=O)N2CCN(C(=O)c3ccccc3)CC2)oc2ccc(F)cc12,-19,0,8,0.2,4,1,9,1
O=C(C[C@H]1C=C[C@H](NC(=O)Cc2ccccn2)[C@@H](CO)O1)NCCCN1CCOCC1,21,-1,-21,-0.3,-2,7,-7,0
Cc1ccccc1-c1cnc2c(c1)C(=O)N([C@@H](C)CO)C[C@H](C)[C@@H](CN(C)Cc1ccncc1)O2,-45,3,-15,-0.9,6,8,4,0
N/C(=N\c1nc2c(c(=O)[nH]1)CCC2)Nc1ccccc1,-4,-2,·,0.0,3,5,·,·
CCOc1ccc(CN2CCCC(N3CCN(c4ccc(OC)cc4)CC3)C2)cc1 (configuration not stated),-4,-6,8,0.0,1,-6,20,7
O=C1NC(SCCCF)=N/C1=C/c1ccc(-n2cncn2)cc1,6,6,-7,0.1,0,0,-2,·
CCOc1ccc(CCNC(=O)COC(=O)COc2ccc(Cl)cc2)cc1OCC,3,0,·,-0.1,0,-3,·,·
CCOCc1cc(C2NC(=O)NC(C)=C2C(=O)OCC)ccc1OC (configuration not stated),·,·,9,·,·,-24,1,5
Cc1c(NS(=O)(=O)c2ccc(Cl)c(C(=O)OC(C)C(=O)N3CCOCC3)c2)c(=O)n(-c2ccccc2)n1C (configuration not stated),-2,-2,-2,0.1,4,16,4,-1
Cc1nc(Cc2nnc(SC(C)C(=O)N3c4ccccc4NC(=O)C3(C)C)o2)cs1 (configuration not stated),1,8,14,0.0,1,20,4,0
Cc1noc(C)c1S(=O)(=O)Nc1ccc2c(c1)C(=O)N([C@@H](C)CO)C[C@@H](C)[C@@H](CN(C)C(=O)CCC(F)(F)F)OCCCC[C@H](C)O2,-20,-7,·,-1.2,0,-7,1,2
COc1ccc(C(=O)OCC(=O)c2cc(OC)ccc2OC)c(OC)c1,·,·,19,·,·,2,-13,0
CCC(=O)NC1=C(Cl)C(=O)C(NC(=O)CC)=C(Cl)C1=O,-3,-3,-80,-0.1,22,9,7,-1
O=S(=O)(c1ccc(Cl)cc1)N1CCC(O)(c2cccnc2)CC1,·,·,6,·,·,11,1,1
COc1cccc(CNC(=O)c2ccc(C)c(S(=O)(=O)N3CCOCC3)c2)c1,2,-2,6,0.1,-1,0,·,-1
COc1ccc(C(=O)OCC(=O)N2CCOCC2)cc1S(=O)(=O)N1CCOCC1,-19,-8,-10,-0.1,1,7,-5,3
COc1ccc(N2CCN(c3ccc(Cl)nn3)CC2)cc1,-4,0,-2,0.7,0,-4,-2,·
Cc1ccccc1CS(=O)(=O)Cc1ccc(C(=O)NCCCN2CC(C)CC(C)C2)o1 (configuration not stated),0,-2,·,-0.1,·,-4,-2,0
Cn1cccc1C(C#N)c1cccc(F)c1C#N (configuration not stated),-2,·,·,0.2,-2,-7,-5,·
CCOc1nc(NCCO)nc(Nc2cc(Cl)ccc2OC)n1,0,-1,-3,0.0,-2,-2,-2,·
Cc1ccc(NS(=O)(=O)c2ccc3[nH]c(=O)[nH]c3c2)c(C)c1,-2,-3,3,0.0,-5,17,-10,2
# Next section:
SMILES,S100A4 MyoIIA,SIRT5 block,Statin myotox sup,XiGFP reactiv,ERAP1 inh,LGR2 antag,PGC1a acetyl inh,Cneo AK release
Cc1ccc(S(=O)(=O)Nc2ccccc2CNc2ncc(Br)cc2Br)cc1,·,·,·,0.0,·,27,-4,2
O=C(NCCc1cn2ccsc2n1)C1CCCCC1,-4,2,-8,0.2,1,-10,·,2
O=C(CC12CC3CC(CC(C3)C1)C2)NCc1ccc(F)cc1,-1,-2,2,-0.1,-5,-6,5,2
C[C@@H]1CCCCO[C@H](CN(C)Cc2ccc(C(=O)O)cc2)[C@H](C)CN([C@H](C)CO)C(=O)c2cc(NC(=O)Nc3ccc(C(F)(F)F)cc3)ccc2O1,5,-3,·,-0.7,0,32,11,-1
CNCC(O)CN1CCN(c2ccccc2OC)CC1 (configuration not stated),-2,-1,·,0.0,1,·,1,·
CCc1csc(N2[C@H](CO)[C@H](c3ccc(-c4ccc(F)cc4)cc3)[C@@H]2C#N)n1,-8,2,-42,0.9,-1,-6,-4,1
COCc1[nH]nc2c1C(c1ccccc1)N(c1ccccc1)C2=O (configuration not stated),39,0,·,0.5,2,-8,·,·
Cc1ccc(OCC(O)CN2CCCC2)cc1 (configuration not stated),-8,2,-5,0.0,-1,7,·,5
O=C(Oc1ccc(-c2nnco2)cc1)c1ccco1,0,-8,-5,0.4,1,18,2,0
CC(C)NC(=O)N(C)C[C@@H]1Oc2ccc(NC(=O)Nc3ccc4c(c3)OCO4)cc2CC(=O)N([C@@H](C)CO)C[C@@H]1C,3,2,-31,-0.2,-3,-9,11,-5
COc1ccc(OC(C)C(=O)N2CC(C)OC(C)C2)cc1 (configuration not stated),-1,1,16,·,-5,-10,-1,0
Cc1nc(SCc2nc3ccccc3[nH]2)c2oc3cc([N+](=O)[O-])ccc3c2n1,-1,·,23,0.0,-4,20,3,-5
C[C@H]1CN([C@@H](C)CO)C(=O)c2cc(NC(=O)NC3CCCCC3)ccc2O[C@H]1CN(C)S(C)(=O)=O,10,8,-2,0.3,-2,18,5,-3
Cc1ccc(CNC(=O)CSCc2ccccc2F)cc1,0,-1,·,0.1,0,-25,·,·
COC(=O)[C@@H]1[C@@H](CO)[C@@H]2Cn3c(ccc(-c4cccc(F)c4)c3=O)[C@@H]2N1C(C)=O,9,-13,-8,0.2,2,-5,·,-2
CC(C)(C)c1ccc(C(=O)NCCC(=O)NCc2cccs2)cc1,-3,0,-18,0.0,-5,-1,5,1
C[C@H](CO)N1C[C@H](C)[C@H](CN(C)C)OCCCC[C@H](C)Oc2ccc(NC(=O)c3ccncc3)cc2C1=O,11,12,4,-0.1,0,5,22,-10
O=C(C1CC1)N1[C@@H]2CN(S(=O)(=O)c3ccc(F)cc3)c3ccccc3[C@@H]2[C@@H]1CO,13,4,0,0.2,-1,-27,-13,-1
CC[C@]12c3[nH]c4ccccc4c3CCN1C(=O)C(CC(=O)NCc1ccco1)C[C@@H]2C(=O)N1CCN(C(=O)c2ccco2)CC1 (some centres not stated),3,-5,7,0.2,-4,4,4,0
Cc1cccc(NC(=O)c2ccc3nc(N4CCOCC4)sc3c2)c1C,-8,1,-17,0.4,0,12,7,-2
COc1ccc(NC(=O)N(C)C[C@@H]2Oc3ncc(/C=C/c4ccccc4)cc3C(=O)N([C@H](C)CO)C[C@@H]2C)cc1,-10,-5,15,-0.8,3,-4,14,4
O=c1[nH]c2ccc(S(=O)(=O)NCCO)cc2[nH]1,0,0,·,0.0,-2,?,-2,·
O=C(O)c1cccc2c1C(=O)N(c1ccc3c(c1)Cc1ccccc1-3)C2=O,2,·,6,0.0,2,-6,3,-5
Cc1ccc2sc(N(CCCN(C)C)C(=O)c3ccc(Br)s3)nc2c1C,1,-2,1,-0.2,·,12,-13,4
COc1cccc(O)c1CN1CCC(C(=O)Nc2ccc(Oc3cccnc3)cc2)CC1,0,-2,9,0.3,-39,16,·,-1
# Remaining list, next part:
SMILES,S100A4 MyoIIA,SIRT5 block,Statin myotox sup,XiGFP reactiv,ERAP1 inh,LGR2 antag,PGC1a acetyl inh,Cneo AK release
CCN(CC)CCN1C(=O)c2oc3ccccc3c(=O)c2C1c1ccc(F)cc1 (configuration not stated),·,·,8,·,·,8,3,-1
CCC1NC(=S)NC(C)=C1C(=O)c1ccccc1 (configuration not stated),-2,-1,14,0.5,3,·,·,-1
COC(=O)C1=C(C)NC=C([N+](=O)[O-])C1c1ccc(OC)cc1 (configuration not stated),0,-3,5,0.0,13,-7,2,-4
COc1cccc(S(=O)(=O)N2C[C@H](O)COC[C@@H]3O[C@@H](CC(=O)N4CCN(C)CC4)CC[C@H]32)c1,-2,-1,3,0.1,0,-2,10,0
COc1ccc(CCC(=O)N2CCN(S(=O)(=O)c3ccc(OC)c([N+](=O)[O-])c3)CC2)cc1,-3,·,3,0.0,0,20,3,-1
C[C@H](CO)N1C[C@H](C)[C@H](CN(C)Cc2ccc(Cl)c(Cl)c2)Oc2ccc(NC(=O)Cn3cnnn3)cc2CC1=O,5,-4,31,-0.7,-1,26,0,1
COc1cccc(NC(=O)NNC(=O)c2ccc3c(c2)NC(=O)C(C)(C)O3)c1,-1,-2,14,0.0,-13,-12,3,2
O=C(Nc1cccc(Cl)c1)c1ccc(S(=O)(=O)NCC2CCCO2)cc1 (configuration not stated),2,-1,-17,0.0,-5,0,·,0
CC(=O)c1cccc(CN2CCC(CO)(Cc3ccccc3)CC2)c1,-4,-1,·,0.0,1,3,·,·
COc1ccc(C)cc1NC(=O)C(=O)N1CCCC1,2,-3,·,0.1,-3,-1,·,·
C[C@H]1CN([C@@H](C)CO)C(=O)c2cc(NC(=O)Nc3cccc4ccccc34)ccc2O[C@H]1CN(C)Cc1ccc2c(c1)OCO2,-49,-5,6,-1.0,3,17,12,0
Cc1ccccc1N1CCN(C(=O)NCc2cccc(Cl)c2)CC1,-1,-2,1,0.2,3,-1,13,-1
O=C(CSc1ccc(Br)cc1)Nc1cccc(S(=O)(=O)N2CCOCC2)c1,0,-1,11,0.0,0,12,-19,-1
CC1C(=O)C(C)(C)C(=O)OC1c1ccc([N+](=O)[O-])cc1 (configuration not stated),-8,-2,-7,0.0,1,3,·,·
COc1ccc(NC(=O)N(C)C[C@@H]2Oc3ccc(NS(=O)(=O)c4ccc(OC)cc4)cc3C(=O)N([C@H](C)CO)C[C@H]2C)cc1,9,5,18,-1.1,4,-3,0,-1

# Arranged by SMILES length (rising): some entries from above.
SMILES,S100A4 MyoIIA,SIRT5 block,Statin myotox sup,XiGFP reactiv,ERAP1 inh,LGR2 antag,PGC1a acetyl inh,Cneo AK release
CC(=O)c1cccc(CN2CCC(CO)(Cc3ccccc3)CC2)c1,-4,-1,·,0.0,1,3,·,·
CCN(CC)CCN1C(=O)c2oc3ccccc3c(=O)c2C1c1ccc(F)cc1 (configuration not stated),·,·,8,·,·,8,3,-1
COc1ccc(CCC(=O)N2CCN(S(=O)(=O)c3ccc(OC)c([N+](=O)[O-])c3)CC2)cc1,-3,·,3,0.0,0,20,3,-1
